CAL PDZ FP-1: blocks peptide binding to the human CAL PDZ domain. purified CAL PDZ, TMR-peptide fluorescence polarization, 1 h. inhibition, % at 24.9 µM. actives 0.92% (n = 300,000). AID 602252. Q9HD26;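 active means mean inhibition of at least 30% with at least half of replicates also reaching 30%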;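 further: 0% = DMSO neutral control and 100% = excess unlabeled competitor peptide PRC23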
Rtt109 HAT inh: blocks Candida albicans Rtt109/Vps75 acetyltransferase activity; inhibition, % at 34.9 µM; actives 0.16% (n = 330,000); purified Rtt109/Vps75, ThioGlo CoA-SH fluorescence, 4 h; Q5AAJ8;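 active means inhibition of at least 50% in every replicate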
Target sequence (Q5AAJ8 whole entry, looked up): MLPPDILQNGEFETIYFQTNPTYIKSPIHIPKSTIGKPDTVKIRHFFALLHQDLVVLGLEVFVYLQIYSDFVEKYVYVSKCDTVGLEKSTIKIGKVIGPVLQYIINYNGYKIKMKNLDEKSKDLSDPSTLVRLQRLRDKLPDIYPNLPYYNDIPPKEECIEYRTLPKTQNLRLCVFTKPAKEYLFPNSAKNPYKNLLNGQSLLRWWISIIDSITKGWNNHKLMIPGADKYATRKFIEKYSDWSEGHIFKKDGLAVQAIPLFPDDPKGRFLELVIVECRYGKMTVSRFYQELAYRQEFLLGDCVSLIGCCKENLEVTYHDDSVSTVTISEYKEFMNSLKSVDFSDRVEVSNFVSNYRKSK
RTF Ca sens act: cardiac RTF calcium sensitization; P19429+P45379; IANBD-labeled TnC RTF fluorescence at EC20 calcium; 0% EC20 calcium, 100% full calcium; actives 0.24% (n = 340,000); activation, % at 7.2 µM;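 active means activation above the mean over all tested compounds plus 3 SD, cut at about 30% in these data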;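 further: rise in fluorescence read as greater calcium sensitivity of cardiac thin filaments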
V-ATPase pHluor: yeast V-ATPase proton transport regulation by pHLuorin | actives 0.37% (n = 350,000) | S. cerevisiae, pHLuorin cytosolic pH fluorescence | response, % at 10 µM; in the data active means response mostly above about 7.3%, no sharp cut-off; inactive means mostly below about 5.4%; further: actives read high; inactives centre near 0; some compounds called inactive have numbers as strong as hits
MITF TRPM1 HTS: increases MITF-driven TRPM1 promoter luciferase signal | SK-MEL-5 TRPM1-promoter luciferase, 24 h; % of positive control, neutral wells = 0 | activation, % at 12.5 µM | actives 0.75% (n = 300,000) | AID 588334;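 active means mean activation of at least 80% with every replicate also reaching 80%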;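 further: 0% = neutral control wells and 100% = parthenolide positive control wells; values of inactives mirror those of a sister screen read the other way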
CDK5 p35 inh: inhibitors of human CDK5/p35 kinase; Q00535+Q15078; inhibition, % at 10 µM; actives 0.01% (n = 330,000); AID 488839; Recombinant CDK5/p35, ADP-Glo luminescence, 60 min;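 active means highest replicate inhibition of at least 50% and at least 75% of replicates reaching 50%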;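 further: plate controls were DMSO neutral control for no effect and GW8510 at 10 µM for full effect; many of its hits are not listed in these tables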
Tat export inh: blocks Tat-dependent protein export in E. coli. actives 0.036% (n = 340,000). E. coli MC4100 TorA-mCherry Tat export, fluorescence. AID 488895. inhibition, % at 10 µM;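 active means mean replicate inhibition at least 50% and at least half of replicates individually reaching 50%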;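 further: exported cargo escapes ClpAP degradation while cytoplasmic cargo is degraded and loses fluorescence; 0% = median of neutral control wells and 100% = median of NaSCN control wells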
CAL PDZ FP-2: human CAL PDZ-peptide interaction inhibition. Q9HD26. purified CAL PDZ, TMR-peptide fluorescence polarization, 1 h. inhibition, % at 20 µM. actives 0.02% (n = 330,000). AID 504414;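 active means highest replicate inhibition of at least 40%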;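 further: plate controls were DMSO neutral control wells for no effect and unlabeled competitor peptide control wells for full effect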
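Material: tagged CAL PDZ protein CerCALP, purified; buffer or medium: sodium phosphate/NaCl buffer pH 7.4 with TCEP, IgG, Thesit; also added: fluorescent TMR peptide probe; schedule: 1 h incubation at room temperature before polarization reading; technique: fluorescence polarization from S- and P-plane intensities, G-factor corrected; control set: unlabelled peptide and DMSO controls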
Wnt act: activators of Wnt/beta-catenin signaling. Wnt/beta-catenin reporter cell assay, activator, plate reader. activation, % at 9.35 µM. actives 1.2% (n = 300,000); in the data active means activation above about 30%, passing the limit was not always enough;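 further: 0% = neutral control wells and 100% = positive control wells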
dFosB activator: enhances mouse delta FosB homodimer DNA binding; purified delta FosB, TAMRA-CDK5 oligo fluorescence polarization; percent of positive-control signal above neutral wells; activation, % at 25 µM; actives 0.99% (n = 340,000);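 active means mean activation above about 17%, with every replicate also reaching it, limit read from the data, passing the limit was not always enough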;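 further: fluorescence polarization rise as delta FosB binds a TAMRA Cdk5 AP-1 oligo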
Target sequence (P13346 whole entry, looked up): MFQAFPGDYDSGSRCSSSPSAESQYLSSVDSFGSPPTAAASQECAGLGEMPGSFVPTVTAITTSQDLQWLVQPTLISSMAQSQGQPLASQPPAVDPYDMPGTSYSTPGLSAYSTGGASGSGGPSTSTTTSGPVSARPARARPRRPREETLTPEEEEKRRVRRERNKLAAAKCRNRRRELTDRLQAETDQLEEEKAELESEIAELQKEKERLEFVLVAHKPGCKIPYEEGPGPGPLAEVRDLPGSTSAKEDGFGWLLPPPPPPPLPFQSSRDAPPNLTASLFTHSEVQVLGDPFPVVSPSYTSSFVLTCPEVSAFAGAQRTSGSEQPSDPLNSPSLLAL
An asterisk follows results filed as active; nt = no result given.

| entry | compound | CAL PDZ FP-1 | Rtt109 HAT inh | RTF Ca sens act | V-ATPase pHluor | MITF TRPM1 HTS |
| --- | --- | --- | --- | --- | --- | --- |
| 1 | CCC12CN(S(=O)(=O)c3ccc(C)cc3)CC(CC)(CN(S(=O)(=O)c3ccc(C)cc3)C1)C2=O | nt | 5.4 | -3.5 | 0.7 | -18.9 |
| 2 | O=C(NCc1ccco1)C1CCCCC1 | 0.6 | 7.4 | 2.7 | -1.9 | 2.0 |
| 3 | CC(=O)NS(=O)(=O)c1ccc(NC(=O)c2cccc3ccccc23)cc1 | nt | -5.3 | 3.3 | 2.0 | nt |
| 4 | Cc1ccc(C(=O)CSc2nnc(-c3ccco3)n2C)cc1 | -4.6 | -5.3 | -8.1 | 0.5 | 19.1 |
| 5 | NNC(=O)c1cccnc1Oc1ccccc1 | -7.1 | -8.3 | -2.6 | -1.3 | -1.4 |
| 6 | COc1ccc(C(=O)OCC(=O)c2ccc(Br)s2)c(OC)c1 | -4.4 | 2.5 | 1.7 | 1.6 | 11.6 |
| 7 | CC(=O)c1c(C)[nH]c(C(=O)CN2CCN(S(=O)(=O)c3ccccc3F)CC2)c1C | nt | 2.8 | -1.2 | 0.9 | -9.4 |
| 8 | O=C(COC(=O)c1n[nH]c2ccccc12)NC(=O)NC1CCCCC1 | 0.8 | -12.4 | 5.7 | 2.9 | -2.7 |
| 9 | CC(=O)c1ccc2c3c(cccc13)CC2 | -3.7 | -7.7 | 4.2 | 0.6 | 17.3 |
| 10 | CCOc1ccc(N2C(=O)c3cccnc3C2=O)cc1 | 3.3 | 3.2 | -3.0 | -2.5 | 18.1 |
| 11 | Cc1ccc2c(c1)c(CC(=O)Nc1ccc(F)cc1)c(C(=O)O)n2C | -1.8 | 9.8 | 13.8 | -0.9 | -1.0 |
| 12 | COc1ccc2[nH]cc(S(=O)(=O)c3ccc(F)cc3)c(=O)c2c1 | 0.2 | -1.8 | -4.6 | -0.7 | 6.0 |

| entry | CDK5 p35 inh | Tat export inh | CAL PDZ FP-2 | Wnt act | dFosB activator |
| --- | --- | --- | --- | --- | --- |
| 1 | -0.7 | -9.6 | -1.7 | nt | -5.2 |
| 2 | -0.5 | -2.6 | 0.1 | -2.8 | 0.2 |
| 3 | 1.3 | -4.4 | -0.5 | 1.1 | 8.5 |
| 4 | -1.0 | -5.0 | 0.1 | 12.8 | 0.9 |
| 5 | 0.8 | 4.7 | -0.9 | -3.7 | 0.9 |
| 6 | 0.6 | -6.1 | -2.7 | 0.6 | -17.1 |
| 7 | 0.6 | -1.9 | -0.6 | -1.0 | -4.8 |
| 8 | -1.7 | 1.3 | nt | -0.5 | -4.6 |
| 9 | 0.7 | -0.1 | -1.2 | 2.9 | -7.8 |
| 10 | 1.3 | -6.2 | -0.5 | nt | 4.0 |
| 11 | -2.8 | -3.8 | -2.0 | 2.3 | -4.1 |
| 12 | -2.5 | -5.7 | -1.1 | 9.1 | -5.0 |

Full records from above. Values in the order: CAL PDZ FP-1	Rtt109 HAT inh	RTF Ca sens act	V-ATPase pHluor	MITF TRPM1 HTS	CDK5 p35 inh	Tat export inh	CAL PDZ FP-2	Wnt act	dFosB activator
Listed for CC(=O)c1ccc2c3c(cccc13)CC2 : -3.7	-7.7	4.2	0.6	17.3	0.7	-0.1	-1.2	2.9	-7.8
Listed for CC(=O)NS(=O)(=O)c1ccc(NC(=O)c2cccc3ccccc23)cc1 : nt	-5.3	3.3	2.0	nt	1.3	-4.4	-0.5	1.1	8.5

Following part.
| entry | compound | CAL PDZ FP-1 | Rtt109 HAT inh | RTF Ca sens act | V-ATPase pHluor | MITF TRPM1 HTS |
| --- | --- | --- | --- | --- | --- | --- |
| 13 | CC1=C(C(=O)OC(C)C)C(c2ccc(Br)s2)NC(=O)N1 (stereo unspecified) | -2.4 | nt | 14.6 | -3.3 | -2.0 |
| 14 | COc1ccc(S(=O)(=O)NCC2CCCN(C(=O)CCSC)C2)cc1 (stereo unspecified) | nt | 14.5 | -2.4 | -0.3 | -8.9 |
| 15 | CC1=NN(c2cccc(C(=O)O)c2)C(=O)/C1=C\C=C\c1ccco1 | 6.6 | -5.9 | -36.3 | -2.7 | 15.6 |
| 16 | N#CCCN(C(=O)COC(=O)c1cc2ccccc2oc1=O)c1ccccc1 | -3.9 | 3.4 | 7.1 | -3.1 | -7.4 |
| 17 | CCC(=O)Nc1c(-c2ccccc2Cl)c(=O)c2ccccc2n1CC | -0.3 | 8.3 | -8.8 | -1.9 | 6.7 |
| 18 | CCCC[C@@H]1CNC(=S)N1CCC12CC3CC(CC(C3)C1)C2 | -4.7 | 1.1 | -3.9 | 1.0 | -4.4 |
| 19 | COc1ccccc1CNC(=O)COC(=O)c1cnccn1 | -2.6 | 6.1 | 4.6 | 0.6 | 13.8 |
| 20 | O=C(Cn1c(=O)sc2ccccc21)NCCOc1ccccc1F | -0.7 | -0.9 | 3.4 | 1.0 | nt |
| 21 | O=C1CCCc2c1[nH]c1c(Br)cccc21 | nt | -10.6 | 0.6 | -1.9 | nt |
| 22 | O=C(CSc1nnc(-c2ccncc2)o1)c1cccc([N+](=O)[O-])c1 | -4.7 | -4.3 | -3.7 | 3.5 | -2.0 |
| 23 | O=C(COC(=O)CNC(=O)c1ccccc1F)Nc1ccc2c(c1)OCCO2 | 0.3 | -0.1 | -6.1 | 0.3 | -3.2 |
| 24 | CC1CCCCN1C(=O)Cn1cnc2cc([N+](=O)[O-])ccc2c1=O (stereo unspecified) | 4.8 | 4.5 | -1.9 | -0.6 | -19.9 |

| entry | CDK5 p35 inh | Tat export inh | CAL PDZ FP-2 | Wnt act | dFosB activator |
| --- | --- | --- | --- | --- | --- |
| 13 | -4.2 | 3.3 | -2.9 | nt | -4.2 |
| 14 | 0.4 | 2.5 | -0.1 | -2.9 | -7.8 |
| 15 | -0.7 | -5.8 | 0.7 | nt | -8.3 |
| 16 | -2.5 | 0.5 | -2.4 | -4.2 | -13.8 |
| 17 | 0.9 | 4.9 | -0.2 | 0.7 | 2.3 |
| 18 | -1.0 | 25.7 | -0.6 | 0.7 | -0.1 |
| 19 | -0.9 | 8.2 | -0.2 | nt | -6.4 |
| 20 | 0.0 | -13.6 | -1.2 | -0.5 | -5.9 |
| 21 | 1.7 | 3.7 | -0.9 | nt | -0.1 |
| 22 | -0.7 | 2.7 | 0.4 | -1.6 | -0.4 |
| 23 | 1.6 | 2.7 | -2.9 | 0.5 | -1.9 |
| 24 | 3.1 | -5.7 | 0.0 | -1.2 | 2.4 |

Going on with the list:
| entry | compound | CAL PDZ FP-1 | Rtt109 HAT inh | RTF Ca sens act | V-ATPase pHluor | MITF TRPM1 HTS |
| --- | --- | --- | --- | --- | --- | --- |
| 25 | C=CCn1c(-c2cccc(OC)c2OC)n[nH]c1=S | 26.5 | -1.8 | -3.9 | -2.6 | -4.4 |
| 26 | O=C(O)c1c2c(nc3ccc(S(=O)(=O)N4CCC(C(=O)N5CCCCC5)CC4)cc13)CCCC2 | -3.4 | -7.3 | -1.5 | 10.8 | nt |
| 27 | CC1CCCCN1CC(=O)c1c[nH]c2ccccc12 (stereo unspecified) | -1.1 | -6.7 | -2.8 | 6.3 | 11.3 |
| 28 | CC1(C)Cc2cccc(OCC(=O)N3CCN(S(=O)(=O)c4ccccc4)CC3)c2O1 | 0.3 | 12.1 | 2.0 | -2.0 | nt |

| entry | CDK5 p35 inh | Tat export inh | CAL PDZ FP-2 | Wnt act | dFosB activator |
| --- | --- | --- | --- | --- | --- |
| 25 | -0.6 | 8.5 | 7.1 | -2.9 | 1.0 |
| 26 | -1.0 | 3.8 | 1.2 | -2.6 | -3.7 |
| 27 | 0.2 | 7.5 | -3.3 | 0.9 | -10.6 |
| 28 | 0.4 | -1.2 | -0.1 | -8.0 | -8.6 |

Arranged by SMILES length (highest first): part of the list above
| entry | compound | CAL PDZ FP-1 | Rtt109 HAT inh | RTF Ca sens act | V-ATPase pHluor | MITF TRPM1 HTS |
| --- | --- | --- | --- | --- | --- | --- |
| 28 | CC1(C)Cc2cccc(OCC(=O)N3CCN(S(=O)(=O)c4ccccc4)CC3)c2O1 | 0.3 | 12.1 | 2.0 | -2.0 | nt |
| 25 | C=CCn1c(-c2cccc(OC)c2OC)n[nH]c1=S | 26.5 | -1.8 | -3.9 | -2.6 | -4.4 |
| 27 | CC1CCCCN1CC(=O)c1c[nH]c2ccccc12 (stereo unspecified) | -1.1 | -6.7 | -2.8 | 6.3 | 11.3 |

| entry | CDK5 p35 inh | Tat export inh | CAL PDZ FP-2 | Wnt act | dFosB activator |
| --- | --- | --- | --- | --- | --- |
| 28 | 0.4 | -1.2 | -0.1 | -8.0 | -8.6 |
| 25 | -0.6 | 8.5 | 7.1 | -2.9 | 1.0 |
| 27 | 0.2 | 7.5 | -3.3 | 0.9 | -10.6 |

Random draw from the library. About 4.1% of those tested had a hit in this group.
